PfGluPho inh = PfG6PD (Plasmodium falciparum) enzyme inhibition | inhibition, % at 20 µM | PfGluPho enzyme, NADPH resazurin-diaphorase fluorescence | actives 0.78% (n = 350,000);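 active = inhibition reaching at least a set limit at 20 µM in the primary screen, cut at about 59% in these data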;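 note: 0% = DMSO wells with substrate and 100% = DMSO wells lacking glucose-6-phosphate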
SENP1 FRET inh = blocks the human SENP1 SUMO protease catalytic domain | Q9P0U3 | recombinant SENP1 catalytic domain, CyPet-SUMO1-YPet FRET cleavage | inhibition, % at 10 µM | actives 0.21% (n = 360,000);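 active = inhibition at least 30% at 10 µM, raw YFP signal under a set limit, fluorescence ratio 0.5 to 1.5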;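 note: 0% = enzyme with DMSO and 100% = no enzyme wells; some results filed as inactive read as strong as hits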
Target sequence (Q9P0U3 419-644 limits assumed): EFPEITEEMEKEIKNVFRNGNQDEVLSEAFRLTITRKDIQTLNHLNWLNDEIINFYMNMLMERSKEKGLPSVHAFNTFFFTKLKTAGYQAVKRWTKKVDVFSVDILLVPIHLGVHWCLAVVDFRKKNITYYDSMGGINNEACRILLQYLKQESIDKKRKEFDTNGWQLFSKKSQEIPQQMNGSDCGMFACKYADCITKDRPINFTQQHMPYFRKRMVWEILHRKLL
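Test system: hSENP1 catalytic domain, recombinant; Amount: 20 pM final SENP1 enzyme; Medium: Tris pH 8 buffer plus EDTA, NaCl, BME, BSA, NP40, catalase; Schedule: 50 min enzyme reaction, room temperature, light-protected; Technique: FRET fluorescence in CFP and YFP emission channels; Controls: no-enzyme wells low, DMSO-plus-enzyme wells high control.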
HKDC1 inh = HKDC1 (human) hexokinase inhibition | Q2TB90 | recombinant HKDC1, G6PDH/diaphorase resazurin coupled fluorescence | inhibition, % at 20 µM | actives 0.16% (n = 340,000) | AID 493160;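 active = inhibition above about 35% when tested at 20 µM, limit read from the data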;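 note: plate controls were DMSO wells with enzyme for no effect and DMSO wells lacking enzyme for full effect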
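Assay system: recombinant HKDC1 hexokinase; detection: coupled resazurin fluorescence, excitation 525 nm, emission 613 nm; benchmarks: DMSO-plus-enzyme-mix negative control, buffer-substituted positive control; compound dosing: single 20 µM dose; schedule: 90 min at room temperature in dark; also added: glucose plus 1 mM ATP as hexokinase substrates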
SENP6 block = inhibitors of human SENP6 protease | inhibition, % at 10 µM | AID 2599 | actives 1.8% (n = 330,000) | Q9GZR1 | Recombinant SENP6 catalytic domain, aminoluciferin luminescence;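 active = inhibition above about 50% at the single tested dose, limit read from the data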;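 note: plate controls were DMSO wells with enzyme for no effect and DMSO wells lacking enzyme for full effect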
SENP8 block-1 = blocks the human protease SENP8; actives 1.2% (n = 330,000); AID 2540; Q96LD8; inhibition, % at 10 µM; purified SENP8, Z-RLRGG-aminoluciferin cleavage, luminescence; in the data active = inhibition above about 50%
Target sequence (Q96LD8 whole entry, looked up): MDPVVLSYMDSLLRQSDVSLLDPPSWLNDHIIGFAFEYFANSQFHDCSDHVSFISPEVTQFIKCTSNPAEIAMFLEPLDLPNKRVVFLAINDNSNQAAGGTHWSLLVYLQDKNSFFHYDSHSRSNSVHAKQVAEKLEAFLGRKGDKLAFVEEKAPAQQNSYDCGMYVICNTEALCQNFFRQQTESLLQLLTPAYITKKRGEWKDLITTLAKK
SENP7 block = inhibitors of human SENP7 protease; Q9BQF6; recombinant SENP7, Z-RLRGG-aminoluciferin luminescence, 40 min; inhibition, % at 5 µM; actives 1.5% (n = 330,000);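 active = inhibition above about 50% at the single test dose, limit read from the data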;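 note: plate controls were DMSO with enzyme for no effect and no enzyme buffer wells for full effect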
Target sequence (Q9BQF6 706-1050 limits assumed): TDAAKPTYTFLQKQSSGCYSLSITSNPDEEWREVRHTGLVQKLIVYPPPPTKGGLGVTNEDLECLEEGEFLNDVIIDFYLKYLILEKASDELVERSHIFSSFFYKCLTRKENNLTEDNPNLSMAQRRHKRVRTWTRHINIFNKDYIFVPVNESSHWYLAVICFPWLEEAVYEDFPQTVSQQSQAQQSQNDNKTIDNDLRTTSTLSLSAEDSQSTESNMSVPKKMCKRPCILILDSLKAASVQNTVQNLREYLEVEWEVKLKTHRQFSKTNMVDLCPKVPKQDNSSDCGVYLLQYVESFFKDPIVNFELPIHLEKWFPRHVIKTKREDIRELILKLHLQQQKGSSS
SENP8 block-2 = blocks human SENP8 cleavage of Nedd8 substrate | recombinant SENP8, Nedd8 substrate fluorescence | actives 0.64% (n = 360,000) | inhibition, % at 20 µM | Q96LD8 | AID 602440; in the data active = inhibition mostly above about 40%, no sharp cut-off; inactive = mostly below about 27%
Apaf1 inhib = inhibitors of human Apaf-1 apoptosome; AID 489030; inhibition, % at 20 µM; actives 0.71% (n = 330,000); reconstituted apoptosome caspase-3 activity, DEVD-Rh110 fluorescence; active = inhibition of at least 40% at 20 µM;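 note: plate controls were DMSO wells for no effect and DEVD-CHO caspase inhibitor wells for full effect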
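System: reconstituted apoptosome with Apaf-1, cytochrome c, caspase-9, procaspase-3, dATP; Signal: Rh110 fluorescence intensity; Schedule: 30 min compound preincubation, 50 min activation, room temperature; Reagent: cytochrome c trigger plus (Z-DEVD)2-Rh110 caspase-3 substrate.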
NLRP3 yeast inh = inhibitors of NALP3 inflammasome in yeast | Yeast reconstituted NLRP3/ASC/caspase-1, beta-gal luminescence, 24 h | inhibition, % at 10 µM | actives 0.39% (n = 330,000);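 active = inhibition of 50% or more; inactive = inhibition below 50%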;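 note: plate controls were induced DMSO wells for no effect and uninduced yeast grown without galactose for full effect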
Active calls of the source: *; i = inactive; / = not tested or not shown.

| canonical_smiles | SENP8 block-1 | Apaf1 inhib | SENP1 FRET inh | SENP6 block | HKDC1 inh | PfGluPho inh | SENP7 block | SENP8 block-2 | NLRP3 yeast inh |
| --- | --- | --- | --- | --- | --- | --- | --- | --- | --- |
| COc1ccc(CCNC(=O)CCc2ccc(S(=O)(=O)NCC(C)C)cc2)cc1 | -6 | 6 | 4 | -22 | -4 | -10 | 8 | 16 | 15 |
| O=C(O)CCCC(=O)Nc1ccc(Cl)c(Cl)c1 | -9 | -6 | 1 | -13 | -3 | 0 | 12 | 14 | 13 |
| CC1CCN(c2oc(-c3ccccc3Cl)nc2C#N)CC1 | -8 | 17 | 4 | -22 | 2 | -12 | 6 | i | 11 |
| Cc1ccccc1NC(=O)NCCN1C(=O)C2C3C=CC(C3)C2C1=O (stereo not drawn) | -1 | 5 | 2 | -7 | -4 | -8 | 2 | 16 | 16 |
| Cc1cc2c3c([nH]c2cc1S(=O)(=O)N1CCC2(CC1)OCCO2)CC(C)(C)CC3=O | -10 | 0 | 2 | -22 | -3 | -18 | 6 | 10 | 4 |
| Cc1cc(NC(=O)c2cnn3c(C(F)(F)F)cc(-c4ccc(Br)cc4)nc23)no1 | -7 | -5 | -8 | 2 | -1 | -6 | -2 | -74 | 6 |
| CCC(C)(C(=O)NC1CCCC1)N(C(=O)c1cnccn1)c1ccccc1 (stereo not drawn) | -1 | 2 | -1 | -3 | -5 | 0 | -2 | 5 | 2 |
| CCC1(CC)NC(=O)N(CC(=O)OC(C)C(=O)Nc2ccc(Cl)cn2)C1=O (stereo not drawn) | 7 | -2 | -3 | -6 | -8 | 4 | 5 | -21 | 1 |
| CC(=NNC(=S)N1CC2CCC(CC2)C1)c1cnccn1 | / | / | 2 | / | -47 | 33 | / | 3 | / |
| CC(=O)Nc1ccc(S(=O)(=O)N2CCN(CCN3CCOCC3)CC2)cc1Cl | -16 | -23 | 1 | -12 | 2 | -12 | 15 | 12 | -7 |
| CCOC(=O)c1ccc(NC(=O)COc2cc(=O)n(CC)c3ccccc23)cc1 | 2 | -11 | 0 | -1 | -2 | 5 | -8 | -12 | 3 |
| CCN(CC)c1ccc(S(=O)(=O)N2CCCCC2)cc1NC(=O)CSCc1c(C)noc1C | / | / | 1 | / | 5 | 7 | / | 0 | / |
| Cn1ccnc1SCCC#N | 1 | -5 | 0 | 6 | -11 | -15 | 10 | 20 | 5 |
| COc1cccc(NC(=O)CCc2ccccc2)c1 | -2 | -8 | 0 | -4 | -4 | 15 | -7 | 2 | 24 |
| Cc1cccc(NC(=O)CCSc2ccccc2)c1C | 1 | 6 | 3 | 11 | 6 | 2 | 4 | 18 | 31 |
| COc1ccccc1N1CCN(/N=C\c2ccc(C)o2)CC1 | -1 | 4 | 0 | 11 | -4 | 11 | 3 | 9 | 12 |
| O=C(N/N=C/c1ccc2cccnc2c1)c1ccco1 | -8 | -11 | 1 | -2 | -2 | 5 | 13 | 7 | 26 |
| Cc1cc(C)c2nc(NC(=O)C3CC(=O)N(Cc4ccco4)C3)sc2c1 (stereo not drawn) | -7 | 6 | 0 | 10 | -1 | -2 | -15 | 16 | 0 |
| Cc1c(S(=O)(=O)N2CCCC2)c(=O)n(C)c(=O)n1C | 7 | 0 | -1 | -3 | -8 | -6 | -5 | 12 | 5 |
| CCOC(=O)c1c(-c2ccccc2)csc1NC(=O)c1nn(CC)cc1Br | -2 | -9 | 5 | -15 | -4 | 26 | 3 | -275 | 24 |
| COc1ccc(-c2csc(Nc3ccc(S(N)(=O)=O)cc3)n2)cc1OC | 10 | -7 | -15 | 0 | -25 | 46 | 3 | -232 | 17 |
| Cc1cc(C(C)(C)C)oc1C(=O)N(CC(=O)NC1CCCC1)Cc1ccccc1 | -5 | 19 | 3 | -35 | 11 | 0 | -5 | 6 | 11 |
| Cc1nc(NC(=O)C2CC2)sc1C(=O)N1CCCCC1 | 6 | -27 | 1 | -5 | -9 | -2 | 2 | 5 | 7 |
| CC(=O)N1CCOc2ccc(S(=O)(=O)NC[C@H]3O[C@@H](n4cnc5c(N)ncnc54)[C@H](O)[C@@H]3O)cc21 | / | 6 | 2 | / | -6 | 2 | 1 | 4 | / |
| O=S(=O)(c1ccc2nc(COc3ccccc3)[nH]c2c1)N1CCOCC1 | -2 | 3 | -44 | -1 | 10 | -8 | 0 | 5 | 14 |
| CCc1ccc(C(C(=O)NC2CCCC2)N(CCOC)C(=O)CCC(=O)Nc2cc(C)on2)cc1 (stereo not drawn) | 3 | -3 | 1 | -7 | -4 | -12 | -2 | 1 | -1 |
| CCOC(=O)c1sc(NC(=O)CSc2nc3c(c(-c4ccc(OC)cc4)c2C#N)CCCC3)c(C#N)c1C | -1 | -7 | -37 | -2 | 5 | -16 | -1 | -5 | 7 |
| COc1ccc(OCC(=O)N/N=C2\CCCCc3ccccc32)cc1 | -7 | 10 | 2 | -17 | 0 | -5 | -11 | 3 | 4 |
| Nc1c(C(=O)Nc2ccccc2)sc2nc(-c3cccnc3)ccc12 | -8 | 2 | / | 3 | / | / | -1 | / | 23 |
| CC(=O)c1cc(CN2CCC(n3nccc3NC(=O)c3ccccc3)CC2)cs1 | 1 | -2 | 1 | -11 | -2 | 3 | 1 | -2 | -12 |
| Cc1ccccc1N1C(=O)c2ccccc2C1O (stereo not drawn) | -9 | 4 | 2 | -29 | -4 | -10 | 0 | 10 | -14 |
| O=C(/C=C/c1ccccc1)NCC(=O)N/N=C/c1ccco1 | 1 | 5 | 2 | -8 | -5 | -2 | -5 | 2 | 9 |
| O=C(Cn1c(NCCO)nc2ccccc21)N1CCN(Cc2ccccc2)CC1 | 2 | -20 | -2 | -18 | 0 | 1 | -11 | 5 | 0 |
| CCN1CCN(c2ccc(NC(=O)c3cc4ccccc4cc3OC)cc2C)CC1 | 8 | 51* | 3 | 3 | 5 | 3 | 0 | -12 | 18 |
| COc1ccccc1NC(=S)NNC(=O)c1nn(C)cc1Cl | 2 | 1 | 2 | -12 | -7 | -9 | 5 | 5 | 8 |
| COc1ccc2cc(/C(C)=N/NC(=S)Nc3cc(S(=O)(=O)N4CCOCC4)ccc3N3CCOCC3)ccc2c1 | -1 | 9 | / | 2 | / | / | -4 | / | 5 |
| Cc1onc(-c2c(F)cccc2Cl)c1C(=O)N(C)CCc1ccccn1 | -1 | 11 | 2 | -6 | -5 | -6 | 1 | 2 | 4 |
| Cc1[nH]cnc1C(=O)N/N=C/c1ccc([N+](=O)[O-])s1 | 0 | 7 | -5 | 8 | 0 | 3 | 15 | 27 | 12 |
| COc1ccc(/C(C)=N/OC/C(O)=C(\C#N)c2nc3ccccc3[nH]2)c(OC)c1 | 1 | 2 | -23 | -12 | -5 | -14 | -1 | -10 | 6 |
| Cc1ccc(CN(C)C(=O)c2cc(COc3ccc(F)cc3Cl)on2)o1 | -5 | 16 | -1 | -6 | -6 | 11 | 7 | 6 | 22 |
| COc1cc(-c2nc3c[n+](CC(=O)c4ccccc4)ccc3n2C)cc(OC)c1OC | -6 | 2 | 2 | -10 | -7 | 10 | -1 | -4 | 25 |
| Cc1ccc2nc(NCC(=O)O)nc(-c3ccccc3)c2c1 | 5 | 8 | -21 | -6 | 20 | -4 | -1 | -426 | 10 |
| O=P(c1ccccc1)(c1ccccc1)C(O)c1ccco1 (stereo not drawn) | -12 | -4 | 2 | -10 | 3 | 13 | 3 | 31 | 5 |
| Cc1cccc(C)c1NC(=O)CN(C)CC(=O)Nc1ccc(F)c(Cl)c1 | 9 | -19 | 1 | 13 | -2 | -9 | 0 | 13 | 13 |
| Cc1nc2cc(C(=O)OCC(=O)NC3CCS(=O)(=O)C3)ccc2n1-c1ccccc1 (stereo not drawn) | 1 | -4 | 0 | 7 | 1 | -15 | -2 | -71 | 24 |

Part of the list above, with two lines to a compound:
Order of results: SENP8 block-1	Apaf1 inhib	SENP1 FRET inh	SENP6 block	HKDC1 inh	PfGluPho inh	SENP7 block	SENP8 block-2	NLRP3 yeast inh
COc1ccc2cc(/C(C)=N/NC(=S)Nc3cc(S(=O)(=O)N4CCOCC4)ccc3N3CCOCC3)ccc2c1
 : -1	9	/	2	/	/	-4	/	5
COc1cccc(NC(=O)CCc2ccccc2)c1
 : -2	-8	0	-4	-4	15	-7	2	24
O=C(N/N=C/c1ccc2cccnc2c1)c1ccco1
 : -8	-11	1	-2	-2	5	13	7	26

The list goes on:
| canonical_smiles | SENP8 block-1 | Apaf1 inhib | SENP1 FRET inh | SENP6 block | HKDC1 inh | PfGluPho inh | SENP7 block | SENP8 block-2 | NLRP3 yeast inh |
| --- | --- | --- | --- | --- | --- | --- | --- | --- | --- |
| COc1c2ccoc2nc2c(OC)c(OC[C@@H](O)C(C)(C)O)ccc12 | 7 | -5 | -1 | -6 | 1 | 7 | 1 | -397 | 10 |
| C[C@@H]1CN([C@@H](C)CO)C(=O)c2cccc(NS(=O)(=O)c3cccs3)c2O[C@H]1CN(C)Cc1ccc(C(F)(F)F)cc1 | -6 | 22 | 0 | -25 | -2 | 10 | -8 | -12 | -15 |
| CCOC(=O)/C=c1\s/c(=C(\C#N)C(N)=O)n(-c2ccccc2)c1=O | 4 | 4 | -51 | -2 | 2 | -1 | 4 | 25 | -3 |
| Cc1ccccc1NC1=NC(=S)N(c2ccccc2)C12CCOC(C)(C)C2 (stereo not drawn) | 0 | 6 | 1 | -6 | -1 | 7 | 1 | 1 | 3 |
| CS(=O)(=O)c1ccc(-c2nn[nH]n2)cc1 | 3 | -6 | -1 | -8 | -4 | -26 | 2 | 15 | 8 |
| CCC(C)NC(=O)CSc1ncnc2sccc12 (stereo not drawn) | -2 | 4 | 0 | -5 | -10 | -4 | 1 | -7 | -10 |
| O=C(Nc1ccc2[nH]ncc2c1)c1ccccc1Br | -5 | -14 | 1 | 4 | 1 | 3 | 1 | 12 | 10 |
| O=C(NNC(=S)Nc1ccc(F)c(Cl)c1)c1ccccc1Br | 6 | 4 | 2 | 30 | 0 | -4 | 24 | 3 | 27 |
| CNc1ccccc1-n1ccc(-c2ccccc2)n1 | -6 | -1 | 1 | -23 | -4 | 21 | -3 | -26 | -28 |
| CSc1ncnc2c1ncn2CC(=O)C1CCC2C3CCC4=CC(=O)CCC4(C)C3CCC12C (stereo not drawn) | / | / | -13 | / | 1 | 11 | / | 2 | / |
| Cc1ccc(OCc2n[nH]c(=S)n2C2CCCCC2)cc1 | 0 | -8 | 1 | -5 | -5 | 10 | 9 | 15 | 27 |
| CCc1ccc(NC(=O)CSc2nnc(COc3ccc4c(c3)CCCC4)o2)cc1 | -8 | 14 | 2 | 4 | -8 | 12 | 4 | 12 | 16 |
| COc1cc(/C=C(/C#N)C(=O)c2c(C)[nH]c3ccccc23)ccc1OCC#N | -6 | -14 | -18 | -10 | 7 | 18 | -2 | -30 | -14 |
| CCc1nn2c(=O)cc(COc3cccc(NC(=O)c4ccco4)c3)nc2s1 | -5 | -7 | -6 | 3 | -1 | 2 | 9 | -2 | 6 |
| O=C(CSc1n[nH]c(-c2ccco2)n1)Nc1ccccc1Cl | 4 | -5 | -1 | -4 | 3 | -19 | -5 | 2 | 7 |
| CN1CCN(C(=O)c2cn(-c3ccccc3)nc2-c2cccs2)CC1 | 1 | -2 | 1 | 8 | -13 | 0 | 0 | 12 | 5 |

Bioassay records (PubChem)
